# Autophagy HCS – autophagy modulation, high-content screen. MEF GFP-LC3 puncta imaging; test concentration mostly 10 µM. 190,000 compounds, 0.98% hits. calls only at 10 µM (by protocol);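 active means percentage of spot-positive cells more than 3 SD above its plate mean, without a fluorescence outlier flag or 80% toxicity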;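 further: spot-positive cell cutoff set from DMSO-treated cells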
# Insulin prom up – MIN6 insulin promoter up-regulation; 190,000 compounds, 0.3% hits; z-score at 5 µM; AID 1625; MIN6 insulin promoter-GFP reporter, high-content imaging; active compounds read high;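 active means z-score above 3 at 5 µM with at least 500 cells counted in the well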
# Dynein transport – blocks dynein driven cargo transport along microtubules; 3617.4 mouse cells, GR-EGFP nuclear translocation imaging; test concentration mostly 20 µM; stimulated with dexamethasone, 1 µM; active compounds read low; z-score, hits read low; 220,000 compounds, 0.47% hits;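 active means plate z-score of nuclear minus cytoplasmic receptor signal below a set negative limit, without overly bright fluorescence or cell loss, cut at about -3.5 in these data, passing the limit was not always enough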;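 further: z-score of nuclear minus cytoplasmic ring GR-EGFP intensity difference per well; some compounds called inactive have numbers as strong as hits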
#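 Buffer or medium: tet-free, stripped-serum medium; reagent: dexamethasone at 1.0 µM final, 30 min; incubation: 48 h induction, 1 h compound, 30 min dex at 37 °C; measured by: formaldehyde fixation, Hoechst nuclear stain, 10x automated fluorescence imaging; read-out: nuclear-to-cytoplasmic GR-EGFP distribution per well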
# MT stabilize HCS – microtubule stabilization, imaging screen; HeLa tubulin immunostaining HCS, 24 h; share of cells brighter than vehicle mean+2SD; % tubulin-high responders, % at 10 µM; 200,000 compounds, 0.83% hits; AID 2205;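 active means plate Z-score above 3 for both tubulin-high and condensed-nucleus cell shares, with cell loss under 80%, at 10 µM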;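 further: anti alpha tubulin signal scored within the nucleus-defined area of each cell; some results filed as inactive read as strong as hits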
# b-catenin transl – modulators of beta-catenin nuclear translocation; HeLa beta-catenin nuclear translocation, immunofluorescence imaging; nuclear translocation activity, % at 5 µM; 190,000 compounds, 0.3% hits;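 active means nuclear translocation activity above 50% at 5 µM, with a well cell count of 50 or more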;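 further: per-cell ratio of nuclear to cytoplasmic median beta-catenin stain intensity; plate controls were DMSO negative control for no effect and GSK-3 inhibitor IX positive control for full effect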
#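 Signal – beta-catenin immunofluorescence imaging with DAPI · Test system – human HeLa cell line · Dosing – 5 µM primary single dose, 0.1% DMSO, 0.02–20 µM confirmation series · Measure – % activation, nuclear-to-cytoplasmic median beta-catenin signal ratio per cell · Incubation – 24 h compound exposure at 37°C, 5% CO2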
# CSM14.1 death rescue – rescue of cells from ER stress-induced death, primary screen, 384-well, CSM14.1, thapsigargin, ATP luminescence (AID 1222). CSM14.1 thapsigargin-induced death rescue, ATP luminescence; higher % means a stronger effect. cellular ATP content (survival), % at 20 µM; hits with a dose series show EC50 in µM. 190,000 tested, under 10 active;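 active means EC50 below 50 µM in the dose-response confirmation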;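 further: death triggered by thapsigargin at about 15 µM added after 2 h compound pretreatment; cell ATP read after overnight thapsigargin exposure of roughly 18 to 22 hours; normalized against plate controls of thapsigargin alone and 5% DMSO vehicle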
# M1AAP inhibition – malaria alanyl aminopeptidase activity blockers – biochemical, fluorogenic H-Leu-NHMec substrate, 1536-well (AID 1445) | recombinant M1AAP, H-Leu-NHMec fluorogenic kinetic assay; higher % means a stronger effect | inhibition, % at 30 µM, or IC50 in µM where a hit was titrated | 220,000 compounds, 0.42% hits;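 active means primary inhibition above the hit cutoff, then over 50% inhibition at one or more dose response concentrations, cut at about 23% in these data, passing the limit was not always enough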;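 further: plate controls were DMSO full reaction for no effect and no enzyme background for full effect; strong numbers were not always called active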
# UTI89 phage lysis – protection from phage-mediated lysis, alamar blue read-out – E. coli UTI89, K1F phage, bacterial capsule biogenesis inhibitors (AID 488966) | one-dose inhibition, % at 100 µM; IC50 in µM for titrated hits | 340,000 compounds, 0.02% hits | E. coli UTI89 K1F phage lysis, alamar blue, 2 h; higher % means a stronger effect;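 active means phage lysis inhibition, versus mean bacterial control, above a set limit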;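 further: capsule biogenesis inhibitors block K1F phage lysis so surviving cells raise fluorescence; higher fluorescence means more inhibition of phage lysis; actives were called in the ten point dose series up to 300 µM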
# M17LAP inhibition – P. falciparum M17LAP inhibitors, primary screen, biochemical, fluorogenic H-Leu-NHMec substrate, 1536-well (AID 1619). recombinant M17LAP, H-Leu-NHMec fluorogenic kinetic assay; higher % means a stronger effect. one-dose inhibition, % at 30 µM; IC50 in µM for titrated hits. 220,000 compounds, 0.38% hits;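 active means compound inhibiting the enzyme by more than half at any dose during confirmatory dose-response retesting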;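 further: plate controls were full reaction with DMSO carrier for no effect and no enzyme background for full effect; strong numbers were not always called active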
# Dynein transport cytoplasmic EGFP – further read-out of Dynein transport, marked with its call; z-score; measured here: cytoplasmic GR-EGFP intensity; active compounds read high
# Dynein transport nuclear GR-EGFP – recorded beside Dynein transport, whose call it bears; z-score; measured here: nuclear GR-EGFP intensity;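 lower value marks the stronger effect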
# Dynein transport cell count – recorded beside Dynein transport, whose call it bears; z-score; measured here: cell count per field
# Insulin prom up cell count – also measured in Insulin prom up; calls as there; cell count; measured here: cytotoxicity, nuclei count;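 total cells summed across four imaged fields per well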
# b-catenin transl cell count 5 µM – further read-out of b-catenin transl, marked with its call; cell count; measured here: cell count, cytotoxicity flag
# MT stabilize HCS Hoechst-high % – recorded beside MT stabilize HCS, whose call it bears; % Hoechst-high responders; measured here: nuclear condensation Hoechst responders;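 share of cells brighter than vehicle mean plus two SD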
# MT stabilize HCS cytotoxicity % – further read-out of MT stabilize HCS, marked with its call; toxicity, %; measured here: cytotoxicity by cell density;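 0% = mean cell density of plate MIN control wells and 100% = no cells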
# Autophagy HCS cell loss 18 h – further read-out of Autophagy HCS, marked with its call; toxicity, %; measured here: cell loss, nuclei count;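 cell loss after 18 h compound exposure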
# Starred values were filed as active, the others as inactive; i = inactive; / = no result given; [ ] = dose if it differs, or a comment.
SMILES,Autophagy HCS,Autophagy HCS cell loss 18 h,Insulin prom up,Insulin prom up cell count,Dynein transport,Dynein transport cytoplasmic EGFP,Dynein transport nuclear GR-EGFP,Dynein transport cell count,MT stabilize HCS,MT stabilize HCS Hoechst-high %,MT stabilize HCS cytotoxicity %,b-catenin transl,b-catenin transl cell count 5 µM,CSM14.1 death rescue,M1AAP inhibition,UTI89 phage lysis,M17LAP inhibition
COC(=O)C1=NN(c2ccccc2)C2C(=O)N(c3ccccc3OC)C(=O)C12 (stereo unspecified),i,2,0.1,1428,-0.2,-0.1,-0.044,0.33,2.5,1.7,1.2,-0.2,923,-1.6%,6%,1.4%[50 µM],-1%
CCOC(=O)c1cnn(-c2ncnc3c2cnn3C)c1N,/,/,/,/,-0.25,-0.27,0.33,0.42,/,/,/,-0.5,1401,/,5%,0.9%,-1%
CCOc1ccc(Nc2nc3c(c(=O)[nH]2)CCCC3)cc1,i,-7,0.01,1381,-1.3,-0.061,-0.46,1.6,4.7,2.3,5.0,/,/,-1.5%,5%,0.0%,5%
CCCCC(=NCCO)C1=C(O)C(C(=O)OC)C(C)(C)CC1=O (stereo unspecified),i,-2,0.06,1731,0.15,-0.2,0.45,0.51,1.6,1.9,17,3.4,1017,-2.1%,5%,3.9%,3%
CC/C(=N/NS(=O)(=O)c1ccc(Cl)cc1)c1ccc(O)cc1,i,-6,0.01,1334,-0.078,-0.32,-0.51,0.21,3.2,2.6,1.3,1.5,987,-1.9%,9%,-4.1%,29%
Cc1ccccc1-c1nn(-c2ccc(F)cc2F)cc1CNCCCO,i,-4,/,/,-0.59,-0.19,-0.38,-0.34,2.0,2.6,7.1,0.3,1539,-0.3%,-1%,0.1%,12%
O=C(O)COc1nsnc1N1CCOCC1,i,5,0.46,1122,-0.67,-0.25,-0.37,2.2,1.8,5.5,7.8,-1.6,1170,-1.7%,7%,0.5%,-3%
Cc1nn(CC(=O)Nc2nccs2)c(C)c1[N+](=O)[O-],i,9,-0.16,1453,0.6,-0.3,0.57,0.19,2.1,1.1,8.5,-4.1,1093,0.3%,3%,0.3%,-18%
Cc1ccc2c(c1)-c1c(ssc1=S)C(C)(C)N2C(=O)CN1C(=O)c2ccccc2C1=O,i,-22,-1.1,1267,1.2,-0.21,1.4,-0.24,2.7,1.2,1.6,1.2,1333,-1.6%,18%,0.1%,4%
Cc1cc(Nc2cccc(C(F)(F)F)c2)n2nc(C)nc2n1,i,12,-0.52,1253,-1.2,-0.25,-0.17,1.2,4.2,2.1,16,0.5,1031,2.7%,1%,0.8%,-6%
O=[N+]([O-])c1ccc(O)c(C2=NNC(c3ccccc3F)C2)c1 (stereo unspecified),/,/,-0.44,948,0.098,0.22,0.052,-2.4,/,/,/,-0.1,1273,/,3%,0.0%,-5%
Cc1cccc(NC(=O)C2(c3cccs3)CCOCC2)c1,i,13,0.13,1182,0.098,-0.31,-0.15,0.12,4.3,2.0,5.2,1.5,943,-2.7%,-6%,2.1%[50 µM],-11%
Cc1sc2nc(CN(C(=O)NC3CCCCC3)C3CCCCC3)[nH]c(=O)c2c1C,i,-20,/,/,-0.17,-0.22,-0.33,-0.39,4.0,2.6,10,4.4,550,-0.1%,1%,1.0%,-6%
C[C@@H](C(=O)NCCc1c[nH]c2ccccc12)[C@@H]1C[C@@]1(C)[C@@H](NC(=O)OCc1ccccc1)c1ccccc1,i,-8,-0.76,663,-1,-0.28,0.08,1.2,5.5,4.4,7.1,-1.0,440,-6.0%,16%,3.5%,-14%
COC(=O)C1=C(C(=O)OC)[C@@H]2N(C)c3ccc(OC)cc3[C@@]23C[C@@H](C(=O)OC)N(C(=O)c2ccc(Br)cc2)C3=N1,/,/,-0.3,896,1,-0.56,0.51,-0.89,/,/,/,-1.2,1158,/,13%,2.2%,-3%
C=CCn1c(COc2ccccc2)nnc1SCC(=O)NCC(=O)OCC,i,-10,0.2,1314,1.1,1.1,0.046,-1.8,6.0,3.2,3.5,-6.3,1039,0.0%,-2%,-1.4%[50 µM],1%
O=C(Cn1ncc2c(=O)oc3ccccc3c21)Nc1nc2ccccc2s1,i,-8,1.1,945,-0.18,-0.22,-0.15,0.16,2.8,2.5,1.6,1.0,969,/,7%,/,11%
Cc1cccc2cc(COC(=O)c3ccccc3)c(=O)[nH]c12,i,2,0.27,1194,1.4,-0.025,0.9,-0.67,5.2,1.4,9.7,-4.6,925,1.3%,-2%,0.8%,-1%
CCn1c(SCC(=O)Nc2ccc(OC)cc2)nc2nc3c(cc2c1=O)CCCC3,/,/,-1.2,1121,-0.65,-0.25,0.26,0.72,/,/,/,0.4,1311,/,2%,2.7%,8%
Cc1ccc(Nc2ccc(C(=O)NC3CCCCC3)cn2)cc1,/,/,-0.38,1106,-0.83,-0.089,0.032,0.35,/,/,/,-2.3,1315,/,-3%,0.2%,14%
CN(Cc1ccccc1)C(=O)CNC(=O)Cn1cnc2ccccc2c1=O,i,3,-0.72,1222,-0.26,-0.22,0.0035,-0.19,1.1,2.1,5.3,/,/,-1.0%,1%,0.4%,37%
CC(=O)c1c(C)[nH]c(C(=O)Nc2nc(-c3ccc(Cl)cc3)cs2)c1C,i,6,-0.16,1210,0.14,-0.29,-0.17,0.086,3.4,2.7,6.9,-1.9,570,-4.9%,5%,-1.0%,-7%
COc1ccc(N(C(=O)c2cccnc2)S(=O)(=O)c2cccs2)cc1,i,2,-0.15,1426,-0.53,-0.27,0.095,0.13,2.5,2.9,7.8,-0.4,1432,-0.2%,1%,6.7%,-4%
COc1ccc(NC(=O)CCN2C(=O)c3ccccc3S2(=O)=O)c(OC)c1,i,3,0.63,1299,1.5,-0.32,0.4,-0.033,2.0,0.7,2.6,1.6,1059,0.1%,-1%,0.0%,2%
CC(C)CN(CC(C)C)C(=O)Nc1ccc(F)cc1F,/,/,-0.28,1065,-0.075,-0.27,-0.11,1.1,/,/,/,-1.1,1330,/,10%,0.4%,19%
SMILES,Autophagy HCS,Autophagy HCS cell loss 18 h,Insulin prom up,Insulin prom up cell count,Dynein transport,Dynein transport cytoplasmic EGFP,Dynein transport nuclear GR-EGFP,Dynein transport cell count,MT stabilize HCS,MT stabilize HCS Hoechst-high %,MT stabilize HCS cytotoxicity %,b-catenin transl,b-catenin transl cell count 5 µM,CSM14.1 death rescue,M1AAP inhibition,UTI89 phage lysis,M17LAP inhibition
CCCc1c(C(=O)NNc2ccccc2OC)cnn1-c1ccccc1,/,/,0.38,1447,-0.23,-0.3,-0.37,1.2,/,/,/,-0.2,1338,/,9%,-1.6%,-3%
CC1(C)C(c2ccccc2)=NC(c2ccccc2)N1O (stereo unspecified),i,8,0.9,1131,-0.16,-0.29,0.23,-0.11,1.9,1.6,37,-0.5,1074,/,3%,0.5%,21%
O=C(O)C1Cc2ccccc2CN1C(=O)c1ccccc1Cl (stereo unspecified),i,-15,0.41,1209,0.4,-0.25,0.25,0.084,1.9,1.9,9.6,-1.8,1203,2.2%,4%,0.8%,7%
COc1ccccc1CNCc1cccs1,i,16,-0.03,1461,-0.025,-0.23,0.12,0.26,4.1,1.9,3.4,-1.9,1407,8.3%,7%,0.3%,3%
CC1CCCN(C(=O)CCCn2c(=S)[nH]c3ccccc3c2=O)C1 (stereo unspecified),i,20,0.1,984,-1.4,0.41,-0.42,0.23,2.4,2.0,5.1,/,/,-0.2%,0%,0.0%,-4%
CCCN(CCC)Cc1cc(=O)oc2cc3c(cc12)CCC3,/,/,-0.8,1372,-1.2,-0.25,-0.79,0.75,/,/,/,-1.6,1292,/,5%,1.5%,2%
CCOC(=O)C1(Cc2ccc(Cl)cc2)CCN(Cc2cn(CC)nc2C)CC1,/,/,-0.56,1080,-0.64,-0.22,0.091,-0.13,/,/,/,0.6,1379,/,7%,2.3%[50 µM],3%
O=P(Cc1cc(Br)cc(Br)c1OCCO)(c1ccccc1)c1ccccc1,/,/,0.52,1125,1.2,-0.27,0.58,-0.77,/,/,/,-0.7,1280,/,6%,0.3%,-6%
COc1ccc(CCNC(=O)CN2CCC(n3nnc4cc(F)ccc43)CC2)cc1OC,i,12,-1.1,1325,-0.011,-0.17,0.31,-0.48,2.0,3.1,6.4,-5.0,1033,/,4%,-0.1%,7%
O=C1CC(c2ccco2)CC2=C1C=Nc1ccccc1N2 (stereo unspecified),i,20,0.16,1091,1.7,0.15,1.8,-2.8,5.9,2.2,17,-3.3,1097,0.6%,2%,1.1%,15%
O=C(Nc1nc(-c2ccccc2)cs1)C1CCCO1 (stereo unspecified),i,25,0.65,1216,0.051,-0.24,0.38,0.65,1.5,1.8,6.1,/,/,-2.6%,4%,7.0%,5%
Cc1ccc(S(=O)(=O)Nc2ccc(N3CCOCC3)cc2)cc1[N+](=O)[O-],i,9,-0.95,1300,0.25,-0.32,0.41,-0.039,4.1,1.9,9.2,-2.6,1140,0.1%,1%,-0.1%,1%
CCN(CC)C(=O)Cn1cc(SCC(=O)NC2CCCC2)c2ccccc21,i,19,0.78,1080,0.62,-0.22,-0.048,0.081,3.1,2.6,6.2,-3.4,1117,1.5%,5%,-0.2%,-5%
